Screening data: PubChem, Johns Hopkins Ion Channel Center
CHT inh: inhibitors of human choline transporter CHT | 310,000 compounds, 0.86% hits | B-score at 10 µM | Q9GZV3 | CHT-expressing cells, membrane potential dye, choline response; stronger effect = lower value;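 active means B-score over 3 SD under the library average, and starting fluorescence ratio not unusually high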;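 further: choline stimulus applied at its EC90 after an EC20 pre-addition; B-score computed on integrated fluorescence ratio after choline addition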
Target sequence (Q9GZV3 whole entry, looked up): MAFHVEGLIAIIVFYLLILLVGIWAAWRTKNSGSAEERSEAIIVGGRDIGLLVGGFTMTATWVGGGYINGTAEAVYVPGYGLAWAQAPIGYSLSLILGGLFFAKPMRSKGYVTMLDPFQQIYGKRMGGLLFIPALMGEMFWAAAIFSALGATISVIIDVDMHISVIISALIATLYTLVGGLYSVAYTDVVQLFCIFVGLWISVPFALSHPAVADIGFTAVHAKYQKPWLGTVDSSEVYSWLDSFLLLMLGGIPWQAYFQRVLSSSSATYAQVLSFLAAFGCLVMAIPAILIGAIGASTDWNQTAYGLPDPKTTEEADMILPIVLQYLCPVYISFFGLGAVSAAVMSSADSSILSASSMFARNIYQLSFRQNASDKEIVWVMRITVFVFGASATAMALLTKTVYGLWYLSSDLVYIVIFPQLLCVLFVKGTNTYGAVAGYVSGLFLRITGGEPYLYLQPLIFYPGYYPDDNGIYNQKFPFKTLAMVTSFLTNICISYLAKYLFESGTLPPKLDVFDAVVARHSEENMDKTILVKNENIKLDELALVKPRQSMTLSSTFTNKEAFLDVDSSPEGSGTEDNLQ
Kir21 inh: Kir2.1 (mouse) channel inhibition | B-score at 10 µM | AID 1672 | 310,000 compounds, 0.85% hits | HEK293-Kir2.1, FluxOR thallium flux fluorescence; stronger effect = lower value | P35561;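 active means fluorescence ratio B-score at or below minus 3 SD of library scores, with starting-brightness B-score within 2 SD, cut at about -4.2 in these data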;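 further: channel flux triggered by added potassium and thallium sulfate stimulus; B-score of peak minus minimum fluorescence over baseline after thallium stimulus; more negative B-score means stronger Kir2.1 block with less thallium influx; some compounds called inactive have numbers as strong as hits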
Target sequence (P35561 whole entry, looked up): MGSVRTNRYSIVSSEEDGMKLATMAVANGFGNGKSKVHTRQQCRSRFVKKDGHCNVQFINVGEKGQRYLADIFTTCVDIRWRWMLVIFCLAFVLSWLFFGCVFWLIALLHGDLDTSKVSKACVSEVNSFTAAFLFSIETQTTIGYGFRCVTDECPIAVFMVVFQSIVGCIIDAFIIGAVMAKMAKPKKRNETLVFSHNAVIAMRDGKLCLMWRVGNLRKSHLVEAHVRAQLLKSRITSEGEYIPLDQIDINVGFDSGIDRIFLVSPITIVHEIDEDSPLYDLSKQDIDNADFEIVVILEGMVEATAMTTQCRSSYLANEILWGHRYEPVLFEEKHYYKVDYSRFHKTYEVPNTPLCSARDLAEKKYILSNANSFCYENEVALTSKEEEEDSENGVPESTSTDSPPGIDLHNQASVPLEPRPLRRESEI
An asterisk follows results filed as active; i = inactive; · = not tested or not shown.

compound	CHT inh	Kir21 inh
C(=N\Nc1nc2ccccc2[nH]1)/c1cccc2nccnc12	i	0.66
CC1(C)Cc2c(sc3nc(-c4cc5ccccc5o4)n(N)c(=O)c23)CO1	i	-1.6
COc1ccc(/C=C/C(=O)OC(C)C(=O)c2ccccc2)cc1OC (stereo not given)	i	-1.4
COc1ccc(/C=C/C(=O)c2c(O)cc(C)oc2=O)c(OC)c1	i	-1.1
O=C(NCCCn1ccnc1)C(=O)NCC1OCCN1S(=O)(=O)c1cc(F)ccc1F (stereo not given)	i	-1.9
O=C(Nc1ccc(NC(=O)C2CCCCC2)nc1)c1cccc(F)c1	·	0.66
C=CCC(Nc1ccccc1)C12C=CC(O1)C(C(=O)OC)=C2C(=O)OC (stereo not given)	i	2.1
Cc1cc(C(=O)Nc2cc(C(C)(C)C)on2)c(C)o1	i	0.66

Random excerpt: 2 entries already listed
compound	CHT inh	Kir21 inh
CC1(C)Cc2c(sc3nc(-c4cc5ccccc5o4)n(N)c(=O)c23)CO1	i	-1.6
Cc1cc(C(=O)Nc2cc(C(C)(C)C)on2)c(C)o1	i	0.66

(listing goes on)
compound	CHT inh	Kir21 inh
COc1ccc2oc(C)c(C(=O)NN)c2c1	i	0.05
COc1ccc(CCNC(=O)C(=O)NCC2OCCN2S(=O)(=O)c2ccc3c(c2)OCCO3)cc1OC (stereo not given)	i	-1.1
COCCn1c(COc2ccc(OC)cc2)nc2ccccc21	i	0.22
O=C(Nc1ccc(N2CCN(C(=O)c3ccco3)CC2)c(Cl)c1)c1cccnc1	i	-0.86
Brc1ccccc1-n1nnc(-c2cccnc2)n1	i	1.1
O=C(Nc1cccc(O)c1)c1ccc2c(c1)C(=O)N(Cc1ccco1)C2=O	i	0.02
O=C(O)CCCNC(=O)Nc1ccccc1	i	0.4
CC(/C=N\NC(=O)Cn1c(C)nc2ccccc21)=C\c1ccccc1	i	0.02

Following part
compound	CHT inh	Kir21 inh
COC(=O)/C=C1/C(=O)N/C(=N\c2nc(C)cc(C)n2)N1c1ccc(OC)cc1	i	0.96
COc1nc(N=C(N)N)nc2ccc(C)cc12	i	-0.06
COc1ccc(NC(=O)CN(C)C(=O)CCCc2nc3ccccc3c(=O)[nH]2)cc1	i	-0.07
COCc1[nH]c(=S)c(C#N)cc1C(=O)OC	i	0.92
CC1=CC(C)(C)N2C(=O)C3(SCC(=O)N3c3ccc(F)cc3)c3cc(C)cc1c32 (stereo not given)	i	-1.7
Cc1cccc(N2CC(C(=O)Nc3ccc4c(c3)OCCO4)CC2=O)c1C (stereo not given)	i	-0.04
CCOC(=O)C1CCCN(C/C=C/c2ccccc2[N+](=O)[O-])C1 (stereo not given)	i	-0.22
COC(=O)NNS(=O)(=O)c1ccc(C)cc1	i	0.08

(continued)
compound	CHT inh	Kir21 inh
N#Cc1cn(Cc2ccccc2)c(=O)[nH]c1=O	i	0.59
COc1ccc(Cl)cc1N=Cc1c(O)c2ccccc2oc1=O	i	-0.82
CC1Cc2ccccc2N1C(=O)CSc1nnc2sc3ccccc3n12 (stereo not given)	i	-0.98
COc1ccccc1NC(=O)Nc1ccc(C)cn1	i	0.93
COc1ccc(OCC(=O)Nc2nnc(-c3ccco3)s2)cc1	i	0.2
COc1ccc(NC(=O)c2cccc(Cn3cc(Br)c([N+](=O)[O-])n3)c2)c(C)c1	i	0.55
CCn1c(SCC(=O)NC2CCCC2)nnc1-c1c[nH]c2ccccc12	i	-1.1
COc1cc(OC)c(C2=NOC(C(=O)N3CCN(C(=O)c4ccco4)CC3)C2)cc1Cl (stereo not given)	i	0.97

(further entries)
compound	CHT inh	Kir21 inh
CC(C)c1ccc(NC(=O)COC(=O)C2=COCCO2)cc1	i	1.3
COc1ccc(C2N(c3ccccc3)C(=S)N3CCCN23)cc1 (stereo not given)	i	0.05
Cc1cccc(NC(=O)CN2C(=O)/C(=C3\SC(=S)N(CC4CCCO4)C3=O)c3ccccc32)c1 (stereo not given)	i	0.21
CCOC(=O)C1CCCN(CCC(=O)Nc2cc(OC)ccc2OC)C1 (stereo not given)	i	-0.09
O=C1CCCN=C(Nc2ccc(F)c(Cl)c2)S1	i	0.81
O=C(CN1C(=O)c2ccccc2C1=O)Nc1ccc(S(=O)(=O)NCC2CCCO2)cc1 (stereo not given)	i	0.25
O=C(Nc1nccs1)C1CCN(S(=O)(=O)c2c(Cl)cccc2Cl)CC1	-5.9*	-1.2
O=c1cc(-c2ccccc2[N+](=O)[O-])oc2ccccc12	i	0.03

Whole records from above:
`COc1ccc(C2N(c3ccccc3)C(=S)N3CCCN23)cc1` (stereo not given) across the screens: CHT inh: i; Kir21 inh: 0.05
`O=C(Nc1nccs1)C1CCN(S(=O)(=O)c2c(Cl)cccc2Cl)CC1` across the screens: CHT inh: -5.9*; Kir21 inh: -1.2

Gathered by group: the compounds so far containing an aryl thioether with sulfur outside any ring.
compound	CHT inh	Kir21 inh
CC1Cc2ccccc2N1C(=O)CSc1nnc2sc3ccccc3n12 (stereo not given)	i	-0.98
CCn1c(SCC(=O)NC2CCCC2)nnc1-c1c[nH]c2ccccc12	i	-1.1

New compounds follow.
compound	CHT inh	Kir21 inh
C=CCNC(=O)NC(=O)c1csc([N+](=O)[O-])c1	i	-0.32
Cc1cc(Br)cc(C)c1NC(=O)c1ccc(C#N)cc1F	i	0.19
Cc1ccc(-c2[nH]c3ccccc3c2SCCNC(=O)c2ccc(S(=O)(=O)N3CCOCC3)cc2)cc1	i	-0.6
Cc1cc(C)c(C(=O)COC(=O)Cn2cnnn2)cc1C	i	-0.05
Cc1nn(C)cc1CN(C)C(=O)CCc1nnc(CCC2CCCCC2)o1	i	2.3
COc1cc(Nc2ccccn2)cc(C(=O)Nc2cccc(C(F)(F)F)c2)c1	i	0.65
COc1ccccc1NC(=O)Nc1nc(CC(=O)N2CCN(c3ccccc3OC)CC2)cs1	i	0.05
Cc1ccc(/C=N/NC(=O)CSc2nc3ccccc3c(=O)n2-c2ccccc2)s1	i	-1.4

Additional compounds:
compound	CHT inh	Kir21 inh
Cc1cc(C)n(-c2c(F)c(F)c(CN3CCOCC3)c(F)c2F)n1	i	1.5
CCc1ccccc1NC(=O)c1cnccn1	·	1.3
CCSC(=O)N(CC)CC(=O)Nc1c(CC)cccc1CC	i	-1.6
COc1cccc(CNC(=O)c2ccc(C3SCCS3)cc2)c1	i	1.6
CSc1sc(C(=O)OC(C)C)c2c1C(=O)CC(C)(C)C2	i	0.41
COc1ccc(-n2nc3c(c2NC(=O)CC(C)C)CS(=O)C3)cc1 (stereo not given)	i	0.81
Cc1cccc(N=N/C(=C\O)C(=O)c2ccc(Br)cc2)c1	i	-0.35
O=C(CSc1c2c(nc3ccc(Cl)cc13)CCCC2)NCCCN1CCOCC1	-8.6*	0.1

Later entries
compound	CHT inh	Kir21 inh
CN1/C(=C\C(=S)NC(=O)c2cccc(Br)c2)C(C)(C)c2ccccc21	i	0.99
CCOC(=O)Nc1c(C)n(C)n(-c2ccccc2)c1=O	i	0.94
Cc1ccc(-c2nn3c(C)nnc3s2)cc1NC(=O)c1ccco1	i	-1.9
COc1ccc(-c2nnc(SCC(=O)Nc3ccc(Cl)cc3)n2C)cc1	i	0.61
O=C1Nc2ccccc2C1Cc1ccccn1 (stereo not given)	i	1.1
COC(=O)C(NC(=O)CN1C(=O)c2ccccc2C1=O)c1ccc(O)c(OC)c1 (stereo not given)	i	0.25
Cc1ccc(NC(=O)N(CCCN2CCOCC2)Cc2cccs2)cc1C	i	-0.2
CCOc1ccc(S(=O)(=O)Nc2ccccc2C(=O)Nc2ccccc2N2CCOCC2)cc1	i	-0.64

Additional results follow.
compound	CHT inh	Kir21 inh
CCc1nnc(NC(=O)CSc2nnnn2-c2cccc(C(=O)OC)c2)s1	i	-0.03
CCOc1ccc(NC(=O)c2ccccc2NS(=O)(=O)c2ccc(F)cc2)c([N+](=O)[O-])c1	i	0.01
CCS(=O)(=O)N1N=C(c2cccc(NS(C)(=O)=O)c2)CC1c1ccccc1 (stereo not given)	i	-2
O=C(CSc1ccc(-c2ccccc2)nn1)Nc1ccc2c(c1)OCCO2	i	0.15
O=C(NCCCN1CCOCC1)C(=O)N/N=C/c1ccc2c(c1)OCO2	i	0.56
CCc1ccc(NC(=O)CSc2nnc(SCC(=O)Nc3ccc(CC)cc3)n2N)cc1	i	-1.1
CC1CCN(CCOc2ccc(OCc3ccccc3)cc2)CC1	i	-7.1*
Cc1cccc(NC(=O)CN2CCN(CC(=O)Nc3cccc(C)c3)CC2)c1	i	-0.71

Next results
compound	CHT inh	Kir21 inh
CC(=O)Nc1ccc(C(=O)CSc2nc3ccccc3n2CC(=O)N2CCCC2)cc1	i	0.74
COc1cc(NC(=O)C/C(C)=N/NC(=O)c2ccccn2)c(OC)cc1Cl	i	1.8
Cc1oc(-c2cc(F)ccc2F)nc1CN1CCN(c2cnccn2)CC1	i	1
Cc1ccc(S(=O)(=O)N2CCOCC2)cc1C(=O)OCC(=O)Nc1ccc2c(c1)OCO2	i	-0.03
CCCCn1c(=N)n(CC(O)COc2cccc(C)c2)c2ccccc21 (stereo not given)	i	-5.2*
COc1ccccc1C(=O)NC(=O)COC(=O)c1ccc(Cl)cc1[N+](=O)[O-]	i	0.06
Cn1nnnc1Sc1ccc(C(=O)O)cc1[N+](=O)[O-]	i	3.3
O=C(NCc1ccco1)c1sc(=S)n2c1[nH]c(=O)c1ccccc12	i	0.77

Next structures follow.
compound	CHT inh	Kir21 inh
CC(NC(=O)CCc1ccc(S(=O)(=O)NC2CCCCC2)cc1)c1ccccc1 (stereo not given)	i	1.6
OCC1(Cc2cccc(Cl)c2)CCCN(Cc2sc(N3CCCC3)nc2Cl)C1 (stereo not given)	i	0.04
O=C(CSCc1c(Cl)cccc1Cl)NN=C1CCCC1	i	-1.2
CCn1c(C)cs/c1=N\S(=O)(=O)c1ccccc1	i	-0.49
CC(=O)c1ccc(NC(=O)CSc2n[nH]c(-c3cccnc3)n2)cc1	i	-0.92
COC(=O)C1CC(O)CN1C(=O)NC1CCCCC1 (stereo not given)	i	-0.45
COc1ccccc1[C@@H]1C(c2ccc(F)cc2)=NN(c2ccccc2)[C@H]1C(=O)N1CCOC1=O	i	0.71
O=C(NC1CCCCC1)C1CCCN(S(=O)(=O)c2cccc3cccnc23)C1 (stereo not given)	i	-0.01

(more compounds)
compound	CHT inh	Kir21 inh
CC1CC(=O)c2cn3c(nc2C1)nc1ccccc13 (stereo not given)	i	·
c1ccc(COc2cccc(CNCc3cccnc3)c2)cc1	i	-0.48
COc1ccc(CNC(=O)CSc2nc3ccc(C)cc3[nH]2)cc1OC	i	-2.7
COC(=O)c1c(NC(=O)COC(=O)c2ccc(Cl)cc2[N+](=O)[O-])sc2c1CCCCC2	i	0.88
CC(=O)OC1CC(c2cc(C(C)(C)C)c(O)c(C(C)(C)C)c2)=NO1 (stereo not given)	i	-1.8
COc1ccc(NC(=O)c2ccco2)cc1NC(=O)c1cccnc1	i	-0.44
C/C(=N\NC(=S)Nc1cccc(C)c1)c1cccc(N)c1	i	-0.65
N/C(=N\OC(=O)/C=C/c1ccccc1)c1ccccn1	i	-0.64

The results go on.
compound	CHT inh	Kir21 inh
COc1cccc(/C=C/C(=O)NCc2cn3cc(Cl)ccc3n2)c1	i	-0.12
COc1ccc(N2CCN(CC(=O)NCc3ccc(Cl)cc3)CC2)cc1	i	0.34
Cc1cc(C)cc(NC(=O)CSc2n[nH]c(-c3cccnc3)n2)c1	i	-0.2
CCc1nc(NCc2ccccn2)c2oc3ccccc3c2n1	i	-0.37
CN1CCCN(Cc2cccc3ccccc23)CC1	i	-0.72
O=S(=O)(N/N=C\c1ccc2c(c1)OCO2)c1ccc(Cl)cc1	i	-0.02
CC(NC(=O)C1CCC(C(C)(C)C)CC1)C(c1ccccc1)N1CCOCC1 (stereo not given)	i	-1.8
COc1ccc(OCC(=O)N/N=C/c2ccc(N(C)C)cc2)cc1	i	-0.26

New compounds follow.
compound	CHT inh	Kir21 inh
CCNC(=S)N(CCc1c(C)[nH]c2ccc(C)cc12)Cc1cccnc1	i	-2.2
Cc1cc(C)n2c(SC/C(O)=C(\C#N)c3nc4ccccc4[nH]3)nnc2n1	i	1.3
O=C(Cn1ccc([N+](=O)[O-])n1)NCCc1c[nH]c2ccccc12	i	-0.36
CCCCn1c(N)c(N(CCOC)C(=O)c2ccc(-c3ccc([N+](=O)[O-])cc3)o2)c(=O)[nH]c1=O	i	1.1
CCCCNC(=O)CCc1nc2cccnc2n1Cc1ccc(OC)cc1	i	-0.29
Cc1cc(OC(=O)c2cccc(C(F)(F)F)c2)c([N+](=O)[O-])c(=O)[nH]1	i	0.08
COCc1cc(C)nc(Nc2cc(C)ccc2C)c1C#N	i	-0.04
CCCCn1c(SCC(=O)N2CCC(C(=O)OCC)CC2)nc2cc(S(N)(=O)=O)ccc21	i	-0.29

Next part
compound	CHT inh	Kir21 inh
COC(=O)Nc1nc(-c2ccccc2)c(C(=O)c2ccccc2)s1	i	-0.63
COc1cc(OC)c2cc(C(=O)N[C@H](C(=O)N3CCC[C@H]3C(=O)O)C(C)C)n(C)c2c1	i	-0.87
C=C(C)C(=O)Nc1cccc(C2=NOC3(C2)C[C@H](C(N)=O)N(C(=O)COc2ccc(Cl)cc2)C3)c1 (stereo not given in full)	i	-0.43
CSc1nc(N(CCO)CCO)c2sc3nc(-c4ccco4)c4c(c3c2n1)CCC4	·	2.1
CC1(NC(=O)C23CC4CC(CC(C4)C2)C3)CCS(=O)(=O)C1 (stereo not given)	i	0.66
CCOc1ccc(C(=O)OC2CCCN(C)C2)cc1 (stereo not given)	i	0.86
Cn1nc(-c2ccc(Cl)cc2)nc2c(=O)n(C)c(=O)nc1-2	i	-1
CCSc1nc(=S)cc(C)[nH]1	i	0.57
